CCT modulator: changes cytosolic chaperonin activity; activity change, % (concentration not given with the values), hits read low; 360,000 tested, 0.3% active; AID 651819; purified chaperonin ATPase assay, HTRF ADP detection, 30 min; in the data active = activity change below about -30%; also: % is scaled to controls: 0 for no effect and ±100 for the full control effect
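Enzyme 40 or 20 nM (batch-dependent) in Tris pH 7.4/KCl/MgCl2/DTT; cpd 76 uM single point; ATP 10 uM; 30 min 37 °C; Transcreener ADP HTRF detection, 30 min RT; ratio 665/615.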
EPAC2 agonist: activates human EPAC2 exchange factor; EPAC2 activation, biochemical qHTS; response scale: 100% = 6.5 mM cAMP response; Potency, µM (top dose mostly 154 µM), inactives show at the top dose activation, hits mostly activators; 360,000 tested, 0.079% active; AID 720711; also: potency is read from the fitted curve at half-maximal effect; nearly all actives have a fitted effect of over 50% in size
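Fluorescence exchange assay: 100 nM EPAC2 with 250 nM RAP1B-BODIPY-GDP and 50 uM GDP; compounds tested as a concentration-titration series (qHTS). Loss of Rap1-bound BODIPY-GDP fluorescence read at 480/540 nm; data normalized to 6.5 mM cAMP.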
Akt phos inh: Akt phosphorylation inhibition; Neuro2A IGF-stimulated pAkt S473 HTRF, 20 min; active compounds read low; activity change, % for hits at 50 µM; 360,000 tested, 0.32% active; in the data active = activity change below about -80%; inconclusive = mostly about -51% to -80%; also: % is scaled to controls: 0 for no effect and ±100 for the full control effect
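Neuro2A cells (4,500/well, DMEM with 0.5% FBS) were treated with compound at a single 50 µM final concentration, stimulated with 6 nM IGF for 20 min at 37 °C, and lysed. Phospho-Akt Ser473 was read by HTRF as 665/615 ratio ×10^4.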
EPAC2 antagonist: blocks human EPAC2 exchange factor. Q8WZA2. EPAC2 GEF exchange of Rap1B-BODIPY-GDP, fluorescence. Potency, µM (top dose mostly 114 µM), for the others: at the top dose activity, negative = inhibition, actives largely listed as inhibitors. 360,000 tested, 0.18% active; also: potency is read from the fitted curve at half-maximal effect; % is scaled to controls: 0 for no effect and ±100 for the full control effect; nearly all actives have a fitted effect of over 45% in size; many of its hits are not listed in these tables
PTHR1 ag: activates the human parathyroid hormone receptor PTHR1; 410,000 tested, 0.075% active; Potency, µM (titrated, usually from 115 µM), for inactives: at the top dose activation, hits mostly activators; AID 743266; Q03431; HEK293 GP2 PTHR1 cells, GloSensor cAMP luminescence, 1 h; also: potency is read from the fitted curve at half-maximal effect; nearly all actives have a fitted effect of over 55% in size; some results filed as inactive show a strong effect at the top dose; inactives centre near -15; many of its hits are not listed in these tables
Target sequence (Q03431 whole entry, looked up): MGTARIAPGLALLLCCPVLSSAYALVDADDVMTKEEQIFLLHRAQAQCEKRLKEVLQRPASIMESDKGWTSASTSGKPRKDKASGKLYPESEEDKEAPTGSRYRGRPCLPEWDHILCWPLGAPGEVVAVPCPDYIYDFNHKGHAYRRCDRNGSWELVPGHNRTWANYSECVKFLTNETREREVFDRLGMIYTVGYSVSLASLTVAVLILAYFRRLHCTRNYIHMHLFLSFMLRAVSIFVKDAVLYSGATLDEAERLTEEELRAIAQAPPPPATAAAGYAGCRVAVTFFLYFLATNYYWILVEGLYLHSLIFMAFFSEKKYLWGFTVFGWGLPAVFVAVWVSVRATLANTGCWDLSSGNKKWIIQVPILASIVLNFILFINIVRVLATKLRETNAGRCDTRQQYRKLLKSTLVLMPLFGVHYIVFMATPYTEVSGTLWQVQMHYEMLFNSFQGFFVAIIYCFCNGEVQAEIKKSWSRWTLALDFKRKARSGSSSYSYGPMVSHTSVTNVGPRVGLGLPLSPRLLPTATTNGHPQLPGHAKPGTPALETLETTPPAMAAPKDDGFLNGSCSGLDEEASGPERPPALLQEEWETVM
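HEK-293-derived GP2 cells expressing PTHR1 and a GloSensor cAMP reporter, 3,000/well, plated overnight, given luciferin plus IBMX (each 0.5 mM as added) for 1 h at 37 °C, then compound for 1 h at 37 °C. Luminescence was read after 15 min at room temperature.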
MmCpn inh: M. maripaludis TRiC chaperonin inhibition; purified Mm-Cpn ATPase, ADP Transcreener TR-FRET; Potency, µM (top dose mostly 76.9 µM), for inactives: at the highest dose activity, negative = inhibition, hits mostly inhibitors; 330,000 tested, 0.031% active; also: potency is read from the fitted curve at half-maximal effect; % is scaled to controls: 0 for no effect and ±100 for the full control effect; nearly all actives have a fitted effect of over 80% in size
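Eu-cryptate anti-ADP/ADP-d2 competition gives a ratio inversely related to ADP. Enzyme at 25 nM was pre-exposed to compound for 10 min, then given 10 uM ATP for 30 min, 37°C throughout.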
D3 antag: D3 dopamine receptor (human) antagonism. 360,000 tested, 2.5% active. P35462. max response, negative = inhibition, %. D3R cells, DiscoveRx beta-arrestin luminescence, antagonist mode; active compounds read low. AID 652054; in the data active = max response below about -50%; inconclusive = no clear call, values can overlap the other calls; also: % is scaled to controls: 0 for no effect and ±100 for the full control effect; mostly tested at two doses, the higher about 12 µM
Target sequence (P35462 whole entry, looked up): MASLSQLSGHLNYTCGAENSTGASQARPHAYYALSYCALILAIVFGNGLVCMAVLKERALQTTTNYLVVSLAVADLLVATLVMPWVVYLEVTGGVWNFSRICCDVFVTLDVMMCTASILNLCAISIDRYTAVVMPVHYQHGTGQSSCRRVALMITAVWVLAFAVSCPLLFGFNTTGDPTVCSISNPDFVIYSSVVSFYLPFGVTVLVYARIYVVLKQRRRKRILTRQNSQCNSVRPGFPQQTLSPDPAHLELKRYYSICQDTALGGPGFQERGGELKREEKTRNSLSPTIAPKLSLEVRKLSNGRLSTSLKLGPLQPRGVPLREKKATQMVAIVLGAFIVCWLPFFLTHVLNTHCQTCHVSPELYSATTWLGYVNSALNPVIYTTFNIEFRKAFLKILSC
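Cells expressing the human receptor were seeded at 1500 cells/well, incubated overnight at 37 degrees C in 5% CO2, then exposed to library compounds with dopamine controls for 90 minutes at 37 degrees C before luminescent detection.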
D3 ag: activates the human D3 dopamine receptor; D3R DiscoveRx beta-arrestin cells, luminescence, 90 min; max activation, %; 410,000 tested, 0.58% active; in the data active = max activation above about 30%; also: 0% is about no effect; mostly tested at two doses, the higher about 12 µM
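Cells at 1500/well, incubated overnight, then treated with pinned compounds (dopamine as control) for 90 min at 37 degrees C. DiscoveRx reagent added for 30 - 60 minutes at room temperature; luminescence read.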
* marks the source's active call; other numbers are inactive results; i = inactive; ? = inconclusive; . = no result given; & = joins results of further samples; [ ] = another dose, or the depositor's remark. Unless noted, calls follow the shape of the dose curve; as a rule, active = well fitted curve in the direction sought with a large enough effect; inconclusive = small, poorly fitted or top-dose-only effect, or another doubt; inactive = no such curve, though single readings can be large; an effect the other way counts as inactive or inconclusive. These rows are one share of the data, so the mix of outcomes need not match the whole.

SMILES	CCT modulator	EPAC2 agonist	Akt phos inh	EPAC2 antagonist	PTHR1 ag	MmCpn inh	D3 antag	D3 ag
CN(C)c1ccc(C(=O)c2ccc(N(C)C)c(N)c2)cc1N	0.9	9%	i	-4%	-10%	-9%	12	0
CC1CN(CCCCSc2ccccc2)CC(C)O1 (stereo not drawn)	-7.0	4%	i	2%	-22%	-4%	-11	-20
COc1ccc(NC(=O)CN(C)S(=O)(=O)c2ccc(Br)s2)cc1OC	0.3	1%	i	-5%	-50%[inhibitor]	-2%	-13	-2
CCOCCn1c(CN2CCN(c3ccc(F)cc3)CC2)nc2c1c(=O)n(C)c(=O)n2C	1.9	2%	i	15%	i	0%	-19	-2
Nc1nc(Nc2cccc(F)c2)nc(NCc2ccco2)c1[N+](=O)[O-]	0.7	0%	i	-10%	-21%	3%	16	4
CCC(NC(=O)CCc1c(C)c2cc3c(C)c(C)oc3cc2oc1=O)C(=O)N[C@@H](Cc1ccccc1)C(=O)O (stereo partly drawn)	1.6	-9%	i	6%	?	0%	21	19
Cc1ccc(CNC(=O)CN2CCN(Cc3ccc(C)cc3)C2=O)cc1	0.2	-5%	i	11%	-4%	3%	6	-8
Cc1cc(=O)oc2cc(OC(=O)CCN3C(=O)c4ccccc4C3=O)ccc12	-7.1	4%	i	2%	-14%[57.5 µM]	-4%	-25	-28
CCN(CC)S(=O)(=O)c1cccc(-c2nnc(SCC(=O)NC)n2CCc2ccccc2)c1	0.6	5%	i	1%	i	0%	22	5
CN(C)S(=O)(=O)c1ccc(Cl)c(NC(=O)CNC2(C)CCS(=O)(=O)C2)c1 (stereo not drawn)	-1.0	10%	i	0%	i	-3%	3	5
COc1cccc2c(=O)n(CC(=O)N3CCN(c4ccccc4)CC3)ccc12	-0.9	4%	i	2%	i	3%	-18	-8
CNc1ccc(-c2ccccc2OC)cn1	0.8	6%	i	-5%	-8%	.	11	0
CCCCc1n[nH]c(=S)n1Cc1ccc(Cl)cc1	1.9	5%	i	-10%	-10%	-2%	9	4
CCCCc1cc(=O)oc2cc(OCC(=O)NCCN3CCOCC3)c(Cl)cc12	-4.7	-2%	i	-15%	i	-5%	-14	-1
COc1ccc(CC(=O)Nc2ccc(OC(C)=O)cc2C(=O)O)cc1	0.2	1%	i	3%	-18%	1%	9	-1
c1coc(-c2nc3ccccc3nc2-c2ccco2)c1	-1.0	10%	i	-2%	-24%	-3%	-11	1
O=C(O)c1ccccc1-c1ccccc1C(=O)Nc1ccc(-c2nc3cc(Cl)ccc3o2)cc1	0.3	0%	i	-9%	-2%	0%	-5	7
CC1=C(C#N)C(c2ccc3ncccc3c2)C(C#N)=C(C)N1	-1.4	-3%	i	8%	-14%[57.5 µM]	-1%	-61*	18
Cc1ccc(S(=O)(=O)NCCCNS(=O)(=O)c2ccccc2)cc1	-1.0	2%	i	1%	i	1%	-8	-8
O=C(CSc1nnc2ccccn12)NNC(=O)c1ccccc1	-0.8	-8%	i	16%	-36%[inhibitor]	-1%	-10	-13
CS(=O)(=O)N(CCC#N)Cc1ccc(C=O)o1	-0.2	10%	i	1%	i	1%	10	19
CC(NCc1ccccc1)c1ccccc1O (stereo not drawn)	-4.5	16%	i	1%	-1%	0%	2	-3
COc1cc(CCC(=O)NNC(=O)c2cccc(Cl)c2)cc(OC)c1OC	-0.2	-1%	i	-2%	i	1%	8	4
Nc1cccc2cnccc12	-4.1	1%	i	6%	-6%[57.5 µM]	1%	?	5
O=C1CCCN1C(=O)CSc1ncnc2sccc12	3.1	0%	i	-5%	-7%	0%	16	0
CN(C)c1ccc(CNc2ncc(Br)cc2Br)cc1	2.1	14%	i	3%	-72%[inhibitor][57.5 µM]	-2%	18	-5
CCOC(=O)c1cn[nH]c1NC(=S)Nc1ccc(Cl)cc1	0.4	11%	i	5%	-38%	-1%	-5	2
Cc1ccc(Cn2c(O)c(N=NC(=S)Nc3ccccc3F)c3cc(S(=O)(=O)N4CCOCC4)ccc32)cc1	-1.6	-7%	i	2%	-22%	0%	-12	-5
O=C1N[C@H]2CC=C[C@H]2Nc2ccccc21	-2.0	-2%	i	-4%	i	5%	15	3
O=c1[nH]cnc(O)c1C(c1ccc([N+](=O)[O-])cc1)c1c(O)nc[nH]c1=O	-2.6	6%	i	4%	i	-1%	0	-5
CC(C)NC(=O)N(C)C[C@H]1Oc2ccc(NC(=O)Nc3ccc(C(F)(F)F)cc3)cc2C(=O)N([C@H](C)CO)C[C@@H]1C	-0.9	-7%	i	3%	-58%[inhibitor]	3%	0	-16
CSc1ncccc1C(=O)Nc1cc(Cl)ccc1N1CCOCC1	-6.6	0%	i	-4%	i	-5%	54	-7
CNC(=O)C1Cc2c(-c3cccc(F)c3)ccnc2O1 (stereo not drawn)	0.4	-1%	i	-10%	-7%	.	-29	-11
COc1ccc(-c2csc(C(O)c3ccc(F)c(OC)c3)n2)cc1 (stereo not drawn)	0.0	18%	i	-9%	-32%[inhibitor]	.	30	16
COc1ccc(C2C(C(=O)OC(C)C)=C(C)N=c3s/c(=C\c4cccs4)c(=O)n32)cc1 (stereo not drawn)	-1.4	6%	i	-7%	i	1%	22	-3
CC1CCN(CC(O)COc2ccc(C(=O)c3ccccc3)cc2)CC1 (stereo not drawn)	-3.0	9%	i	5%	-13%	1%	0	-24
Cc1ccc(C)c(OCCNc2ncccc2[N+](=O)[O-])c1	-0.2	15%	i	-22%	-7%	2%	2	-4
CCCCN(C=O)c1c(CC)nc2ccc(C(=O)N3CCN(C(C)=O)CC3)cn12	1.3	8%	i	-2%	i	.	18	10
Cc1ccc(SCC(=O)NCc2ccc(F)cc2)cc1	-0.6	3%	i	4%	-7%	2%	-1	4
CCCCCCCCCCCCN1[C@@H](CC(=O)O)c2cc(C(F)(F)F)ccc2S1(=O)=O	-23	-12%	i	?	-18%	.	2	37*
O=C(NC1CCCCC1)C(c1ccncc1)N(Cc1ccc(F)cc1)C(=O)c1ccccn1 (stereo not drawn)	1.8	1%	i	5%	i	0%	21	-1
COc1cc(CNCCO)cc(Br)c1OCc1ccccc1	0.9	5%	i	2%	?	-1%	-17	-7
O=S(=O)(NCCCc1ccccc1)c1ccc(Br)cc1	-0.3	5%	i	?	i	.	-5	2
O=C(Nc1nc2ccc(Cl)cc2s1)c1cccc(N2C(=O)CCC2=O)c1	-1.9	7%	i	10%	i	-2%	-11	-17
CC(C)CN1CC(COCc2ccccc2)Oc2ccccc2S1(=O)=O (stereo not drawn)	-0.7	14%	i	-2%	-46%[inhibitor]	1%	0	-26
Cc1ccccc1NC(=O)c1ccc(S(=O)(=O)C(F)F)cc1	0.2	3%	i	-9%	-6%	0%	-17	-1
COc1cccc(NC(=O)CSc2ccccn2)c1	-0.9	-1%	i	17%	-9%[57.5 µM]	0%	-16	-4
Cc1n[nH]c(=O)nc1N/N=C/c1ccc(O)c([N+](=O)[O-])c1	-0.6	6%	i	-14%	i	1%	-4	-21

Filtered by structure: the compounds so far containing an NH in an aromatic ring
SMILES	CCT modulator	EPAC2 agonist	Akt phos inh	EPAC2 antagonist	PTHR1 ag	MmCpn inh	D3 antag	D3 ag
CCCCc1n[nH]c(=S)n1Cc1ccc(Cl)cc1	1.9	5%	i	-10%	-10%	-2%	9	4
CCOC(=O)c1cn[nH]c1NC(=S)Nc1ccc(Cl)cc1	0.4	11%	i	5%	-38%	-1%	-5	2
O=c1[nH]cnc(O)c1C(c1ccc([N+](=O)[O-])cc1)c1c(O)nc[nH]c1=O	-2.6	6%	i	4%	i	-1%	0	-5
Cc1n[nH]c(=O)nc1N/N=C/c1ccc(O)c([N+](=O)[O-])c1	-0.6	6%	i	-14%	i	1%	-4	-21

(list continues)
SMILES	CCT modulator	EPAC2 agonist	Akt phos inh	EPAC2 antagonist	PTHR1 ag	MmCpn inh	D3 antag	D3 ag
COc1ccc2c(c1)OC(O)(C(F)(F)C(F)F)CC2=O (stereo not drawn)	-4.5	5%	i	-9%	-29%[57.5 µM]	0%	-11	-9
CC1CCCC(C)N1C(=O)CN1C(=O)NC2(CCOc3ccccc32)C1=O (stereo not drawn)	0.8	-6%	i	-1%	-3%	-1%	6	-5
CCc1ccccc1-n1nnnc1SCC(=O)Nc1ccc(N2CCN(C)CC2)cc1	-1.1	12%	.	-5%	i	-1%	-2	-3
CC(C)(C)c1ccc(OCCCC(=O)Nc2ccc(S(N)(=O)=O)cc2)cc1	0.6	7%	i	10%	i	0%	7	4
CC(C)n1nnnc1SCC(=O)Nc1ccc2c(c1)OCO2	0.7	4%	i	3%	i	0%	-17	12
COc1ccc(N(C)C(=O)CCS(=O)(=O)c2cccc3nsnc23)cc1	-2.8	4%	i	-5%	-21%	-4%	-11	3&6
c1cncc(-c2ccc3[nH]ccc3c2)c1	-0.4	-3%	i	-17%	-60%[inhibitor]	2%	7	14
COc1ccc(Cc2c(-c3cccc(Cl)c3)nc3cc(C)c(Br)c(C)n23)c(C)c1	2.2	8%	i	2%	-43%[inhibitor]	.	29	16
O=C(Cn1nc2n(c1=O)-c1ccccc1SC2)N/N=C/c1ccncc1	-0.4	13%	i	2%	15%	2%	-25	-8
CCCCCCOC(=O)C(C#N)c1nc2ccccc2nc1N1CCN(C)CC1 (stereo not drawn)	1.3	5%	i	1%[57.1 µM]	-10%[57.5 µM]	-2%&-1%	?	4
O=C(COc1ccc2c(c1)OCO2)Nc1ccc2c(c1)oc1ccccc12	-4.4	2%	-96%*	12%	i	0%	-15	-4
CCN(CC)c1ccc(/C=N/NC(=O)Cc2ccc(OC)c(OC)c2)cc1	-4.1	10%	i	-1%	i	-3%	-26	-11
Cc1ccc(NC(=O)C2CCN(S(=O)(=O)c3ccc4c(c3)CC(C)N4C(=O)C3CCC3)CC2)nc1 (stereo not drawn)	-1.1	14%	i	1%	-15%	0%	-1	1
CCOC(=O)c1ccc(NC(=O)Oc2cc(C)c(Cl)cc2C(C)C)cc1	-0.3	11%	i	-14%	18%	2%	-21	3
CC(=O)OC(C(=O)NC1CCCCC1)c1ccccc1 (stereo not drawn)	-0.9	5%	i	1%	-22%	?	-10	-3
CCCC(=O)NNC(=O)CC(=O)Nc1ccccc1C(=O)O	-0.6	10%	i	0%	i	-1%	3	-2

Screening data deposited in PubChem by National Center for Advancing Translational Sciences (NCATS).
